PglD DTNB: C. jejuni PglD acetyltransferase inhibitors, primary screen, biochemical, DTNB colorimetric, single point; UDP-N-acetylbacillosamine N-acetyltransferase PglD (Campylobacter jejuni); purified PglD enzyme, DTNB colorimetric CoA detection; inhibition, % at 12.5 µM; hit rate 0.098% among 360,000; AID 602405, 2012; in the data active means inhibition above about 16%, passing the limit was not always enough; further: strong numbers were not always called active
LGR2 antag: inhibitors of bursicon-induced LGR2 CRE-luciferase signal, primary screen, cell-based, HEK293, CRE-luciferase reporter, bursicon stimulation; inhibition, % at 9.99 µM; bursicon-stimulated, 4 h; Drosophila bursicon receptor LGR2 (rickets); hit rate 0.35% among 380,000;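 active means drop in luminescence signal, shown as inhibition above about 50% in the replicate tests, limit read from the data, passing the limit was not always enough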;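 further: agonist challenge used bursicon conditioned medium at about half maximal strength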
PGC1a acetyl inh: inhibitors of PGC1a acetylation signal, primary screen, cell-based, U2OS, AlphaScreen, inhibitor mode; AlphaScreen anti-acetyl-lysine; with virally co-expressed GCN5 acetyltransferase; inhibition, % at 15.6 µM; hit rate 0.17% among 350,000;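 active means every replicate shows inhibition of at least 40%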;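 further: 0% = neutral control wells and 100% = positive control wells; some results beyond the cut were filed as inactive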
INS-1E GSIS act: GLuc luminescence reporter in INS-1E cells, primary screen for activators of glucose-dependent secretion of insulin; INS-1E GLuc reporter insulin secretion, 2-3 h; activation, % at 16.6 µM; hit rate 0.61% among 370,000; AID 743287, 2014;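 active means lowest replicate activation of at least 40%, so every replicate reaches that level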;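 further: 0% = median of neutral control wells and 100% = median of IBMX positive control wells; some compounds called inactive have numbers as strong as hits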
Statin myotox sup: suppressors of statin myotoxicity in C2C12 myotubes, primary screen, cell-based, single point, plate reader; hit rate 0.78% among 330,000; rescue of ATP level, % at 7.49 µM; C2C12 myotubes + simvastatin, ATP luminescence, 48 h; scaled: DMSO 0, geranylgeraniol control 100;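 active means mean ATP rescue above about 67%, or every replicate alone reaching that limit, limit read from the data, passing the limit was not always enough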;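 further: myotubes were challenged with 10 µM simvastatin during compound exposure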
PAX8 reporter: inhibitors of PAX8-driven TPO luciferase reporter, primary screen, RMG-I cells, single concentration. inhibition, % at 12.6 µM. AID 652154, 2013. hit rate 1.2% among 360,000. SteadyGlo, 24 h;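 active means mean replicate inhibition at least 60% with every replicate also reaching 60%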;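 further: luciferase light reporting Pax8 driven TPO promoter activity; plate controls were median of neutral control wells for no effect and mitoxantrone controls for full effect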
Cneo AK release: Cryptococcus neoformans cell lysis inducers, primary screen, AK release luminescence, single concentration | hit rate 0.2% among 360,000 | AID 651654, 2012 | C. neoformans lysis, adenylate kinase release luminescence, 4 h; normalised: neutral wells 0, clomiphene wells 100 | lysis activity, % at 15 µM;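 active means mean lysis activity across replicates of at least 80%, whatever share of replicates individually reach that level; inactive means mean lysis activity below 80%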
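Schedule: static 4 h at 37 °C with compound, 1 h detection; system: C. neoformans cells; benchmarks: Clomiphene as positive control; buffer or medium: fresh YPD medium; measure: luminescence rise reflecting yeast cell lysis; measured by: luminescent adenylate kinase detection reagent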
ARNT-TACC3 inh: disruptors of ARNT/TACC3 protein interaction, primary screen, biochemical, AlphaScreen, single concentration; Transforming acidic coiled-coil-containing protein 3 (Homo sapiens), Q9Y6A5; AlphaScreen His-ARNT PAS-B/GST-TACC3 binding, luminescence; TACC3 fragment carries E629A point mutation; inhibition, % at 9.99 µM; hit rate 0.66% among 390,000;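 active means mean inhibition of replicates at least 50% and at least half of replicates each reaching 50%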;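 further: 0% = complete ARNT plus TACC3 wells and 100% = ARNT alone without TACC3; many hits fall short of the cut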
* = called active by the depositor.

For C[C@H]1CN([C@@H](C)CO)C(=O)Cc2cc(NC(=O)CCN3CCOCC3)ccc2O[C@H]1CN(C)Cc1ccc2c(c1)OCO2 the results were PglD DTNB 9, LGR2 antag -12, PGC1a acetyl inh 6, INS-1E GSIS act -8, Statin myotox sup 43, PAX8 reporter -3, Cneo AK release 0 and ARNT-TACC3 inh -9.
O=C(Nc1ccccc1)OCCOc1ccc(Cl)cc1Cl was read as PglD DTNB -1, LGR2 antag -13, PGC1a acetyl inh 4, INS-1E GSIS act -43, Statin myotox sup -3, PAX8 reporter -37, Cneo AK release 0 and ARNT-TACC3 inh -5.
N#Cc1ccc(-c2ccc([C@@H]3[C@@H](CO)N4C(=O)CN(C(=O)C5CC5)C[C@H]34)cc2)cc1 was read as LGR2 antag -1, PGC1a acetyl inh -4, INS-1E GSIS act 2 and PAX8 reporter -16.
CCc1cc2c(N[C@@H](Cc3ccccc3)C(=O)O)ncnc2s1 was read as PglD DTNB 2, LGR2 antag 4, PGC1a acetyl inh 10, INS-1E GSIS act -16, Statin myotox sup 7, PAX8 reporter -1, Cneo AK release 5 and ARNT-TACC3 inh 2.
`Cc1ccc(C)n1NC(=O)c1ccc(Cl)cc1` gave PglD DTNB -1, PGC1a acetyl inh -11, Cneo AK release 0 and ARNT-TACC3 inh 0.
`COCCNC(=O)CN1C(=O)CSc2ccc(S(=O)(=O)N3CCOCC3)cc21` gave PglD DTNB 3, LGR2 antag 16, PGC1a acetyl inh 2, INS-1E GSIS act 12, Statin myotox sup 6, PAX8 reporter -15 and Cneo AK release 1.
For COC(=O)C[C@H]1c2cc(F)ccc2S(=O)(=O)N1Cc1ccccc1OC the results were PglD DTNB -3, LGR2 antag 3, INS-1E GSIS act 16, Statin myotox sup -3, PAX8 reporter 1 and Cneo AK release 1.
C[C@@H]1CN([C@H](C)CO)C(=O)Cc2cc(NC(=O)Nc3ccc(C(F)(F)F)cc3)ccc2O[C@H]1CN(C)C(=O)Nc1ccc(F)cc1 was read as PglD DTNB 0, LGR2 antag 2, PGC1a acetyl inh 2, INS-1E GSIS act 1, Statin myotox sup 55, PAX8 reporter 1, Cneo AK release -1 and ARNT-TACC3 inh -3.
`COc1cc(/C=N/NC(=O)c2ccccc2O)ccc1OCC(=O)Nc1ccccc1` gave PglD DTNB 3, LGR2 antag -10, PGC1a acetyl inh 16, INS-1E GSIS act 10, Statin myotox sup 5, PAX8 reporter -30, Cneo AK release -1 and ARNT-TACC3 inh -3.
For COc1ccc(C(=O)CC(=O)c2ccccc2O)cc1OC the results were LGR2 antag -64, PGC1a acetyl inh 2, INS-1E GSIS act 24, Statin myotox sup -7, PAX8 reporter -52 and ARNT-TACC3 inh 7.
COc1cccc(NC(=O)C(c2ccccc2)N2CCN(CC(=O)N3CCOCC3)CC2)c1 (stereo unspecified) was read as PglD DTNB 6, LGR2 antag -75, PGC1a acetyl inh 3, INS-1E GSIS act -2, Statin myotox sup 7, PAX8 reporter 15, Cneo AK release -1 and ARNT-TACC3 inh 0.
Screening CCNC(=O)C[C@@H]1CC[C@@H]2[C@@H](COc3ccc(NC(=O)Nc4ccccc4F)cc3C(=O)N2C)O1 returned PglD DTNB 0, LGR2 antag -10, PGC1a acetyl inh 2, INS-1E GSIS act -2, Statin myotox sup -12, PAX8 reporter -8, Cneo AK release -2 and ARNT-TACC3 inh -12.
O=C1CSC(=S)N1CC1CCCO1 (stereo unspecified) was read as PglD DTNB 5, PGC1a acetyl inh -26, Statin myotox sup 51, Cneo AK release 4 and ARNT-TACC3 inh 0.
`CNC[C@@H]1Oc2ccc(NC(=O)Nc3cccc4ccccc34)cc2CC(=O)N([C@@H](C)CO)C[C@H]1C` gave PglD DTNB 2, LGR2 antag 9, PGC1a acetyl inh -2, INS-1E GSIS act 8, Statin myotox sup -8, PAX8 reporter 1, Cneo AK release 9 and ARNT-TACC3 inh 8.
COCC(=O)Nc1ccc2c(c1)[C@H]1C[C@@H](CC(=O)N3CCCCC3)O[C@@H](CO)[C@H]1O2 was read as PglD DTNB 7, LGR2 antag -17, PGC1a acetyl inh -4, INS-1E GSIS act 8, Statin myotox sup 3, PAX8 reporter -2, Cneo AK release -1 and ARNT-TACC3 inh -7.
`COc1cccc(C#Cc2ccc([C@@H]3[C@@H](CO)N4C(=O)CN(C(=O)C5CC5)C[C@H]34)cc2)c1` gave LGR2 antag -5, PGC1a acetyl inh -8, INS-1E GSIS act -7 and PAX8 reporter -2.
For O=C(NC1CC2CCC(C1)N2Cc1ccccc1)c1ccccc1Br (stereo unspecified) the results were PglD DTNB 5, LGR2 antag -7, Statin myotox sup -12, PAX8 reporter -3, Cneo AK release 0 and ARNT-TACC3 inh 0.
Screening CCCC#Cc1ccc([C@@H]2[C@@H](CO)N3CCCCN(S(=O)(=O)CC)C[C@H]23)cc1 returned PglD DTNB -3, LGR2 antag 4, PGC1a acetyl inh 6, INS-1E GSIS act 1, PAX8 reporter 4, Cneo AK release 2 and ARNT-TACC3 inh 18.
Screening COc1ccc(C)c2sc(N(CCCN(C)C)C(=O)c3ccc4c(c3)OCCO4)nc12 returned PglD DTNB 3, LGR2 antag -5, INS-1E GSIS act -11, Statin myotox sup -1, PAX8 reporter 7, Cneo AK release -4 and ARNT-TACC3 inh -64.
Screening Cc1ccccc1NC1=NCC(c2ccc([N+](=O)[O-])cc2)S1 (stereo unspecified) returned LGR2 antag 30, PGC1a acetyl inh 13, INS-1E GSIS act 8, PAX8 reporter -5 and ARNT-TACC3 inh 5.

Overlap with the part before: two entries; new compounds follow.
Screening COc1ccc(C)c2sc(N(CCCN(C)C)C(=O)c3ccc4c(c3)OCCO4)nc12 returned PglD DTNB 3, LGR2 antag -5, INS-1E GSIS act -11, Statin myotox sup -1, PAX8 reporter 7, Cneo AK release -4 and ARNT-TACC3 inh -64.
Screening Cc1ccccc1NC1=NCC(c2ccc([N+](=O)[O-])cc2)S1 (stereo unspecified) returned LGR2 antag 30, PGC1a acetyl inh 13, INS-1E GSIS act 8, PAX8 reporter -5 and ARNT-TACC3 inh 5.
CN(C(=O)CSC1=NC2C(N=N1)c1cc(Br)ccc1N2C)C1CCCCC1 (stereo unspecified) was read as PglD DTNB 4, LGR2 antag -14, PGC1a acetyl inh 5, INS-1E GSIS act 5, Statin myotox sup -44, PAX8 reporter 11, Cneo AK release 1 and ARNT-TACC3 inh -12.
Screening N#Cc1ccc(-c2ccc([C@@H]3[C@H]4CN(C(=O)C5CCC5)CC(=O)N4[C@H]3CO)cc2)cc1 returned LGR2 antag 0, PGC1a acetyl inh -3, INS-1E GSIS act -2 and PAX8 reporter 12.
For Cc1noc(C)c1S(=O)(=O)Nc1ccc2c(c1)C(=O)N([C@H](C)CO)C[C@H](C)[C@@H](CN(C)C(=O)C1CCCCC1)OCCCC[C@@H](C)O2 the results were PglD DTNB 2, LGR2 antag -8, PGC1a acetyl inh -7, INS-1E GSIS act -4, PAX8 reporter -9, Cneo AK release 6 and ARNT-TACC3 inh -20.
`CN1c2ccc(-c3ccccc3)cc2[C@@H]2[C@@H](CCN2S(=O)(=O)c2ccccc2F)[C@H]1CO` gave PglD DTNB 0, LGR2 antag -2, PGC1a acetyl inh 2, INS-1E GSIS act 3, Statin myotox sup -13, PAX8 reporter 5, Cneo AK release -3 and ARNT-TACC3 inh -10.
`c1ccc(-c2nc3ccccc3nc2N2CCOCC2)cc1` gave PglD DTNB 5, PGC1a acetyl inh 3, Statin myotox sup 6, Cneo AK release 0 and ARNT-TACC3 inh 5.
Screening Cn1c(N)c(C(=O)COC(=O)COc2ccc3ccccc3c2)c(=O)n(C)c1=O returned LGR2 antag 20, PGC1a acetyl inh 6, INS-1E GSIS act 0, PAX8 reporter 6 and ARNT-TACC3 inh 4.
Screening Cc1nc2scc(C)n2c(=O)c1S(=O)(=O)Nc1ccc(N2CCOCC2)c(Cl)c1 returned PglD DTNB 3, LGR2 antag 23, INS-1E GSIS act -8, Statin myotox sup -10, PAX8 reporter 1, Cneo AK release 1 and ARNT-TACC3 inh 0.
CCN1C(=O)c2ccccc2S(=O)(=O)c2ccc(C(=O)NCc3cccnc3)cc21 was read as PglD DTNB 4, LGR2 antag 6, PGC1a acetyl inh -7, INS-1E GSIS act -4, Statin myotox sup -12, PAX8 reporter -16, Cneo AK release 0 and ARNT-TACC3 inh 6.
For O=C(CCn1c(=S)oc2ccccc21)Nc1ccccc1F the results were PglD DTNB 0, INS-1E GSIS act 9, Statin myotox sup 5, PAX8 reporter 9 and Cneo AK release -1.
For CC(C)NC(=O)Nc1ccc2c(c1)CC(=O)N([C@H](C)CO)C[C@H](C)[C@@H](CN(C)CC1CC1)O2 the results were PglD DTNB 5, LGR2 antag 1, PGC1a acetyl inh 6, INS-1E GSIS act 5, Statin myotox sup 10, PAX8 reporter -20, Cneo AK release 1 and ARNT-TACC3 inh -7.
Screening CN(CC(=O)Nc1ccccc1C(F)(F)F)C(=O)Cc1ccc(S(=O)(=O)N2CCOCC2)s1 returned LGR2 antag 9, INS-1E GSIS act 10, Statin myotox sup -11 and ARNT-TACC3 inh -2.
For O=C(Nc1cccc2nsnc12)c1ccc(F)cc1 the results were PglD DTNB 5, PGC1a acetyl inh 35, Cneo AK release -2 and ARNT-TACC3 inh -10.
`Cc1ccc(-c2nc3ccc(Br)cn3c2Cc2ccsc2)cc1` gave PglD DTNB 6, LGR2 antag -33, PGC1a acetyl inh -15, INS-1E GSIS act 7, Statin myotox sup 3, PAX8 reporter -154 and Cneo AK release -3.
O=C(NC(c1ccccc1)c1ccccn1)c1cccc([N+](=O)[O-])c1 (stereo unspecified) was read as LGR2 antag 17, PGC1a acetyl inh -4, INS-1E GSIS act 35, PAX8 reporter 5 and ARNT-TACC3 inh -4.
`CCCc1[nH]n(-c2nc3ccccc3s2)c(=O)c1C=NCCCN(CC)CC` gave LGR2 antag -15, PGC1a acetyl inh 10, INS-1E GSIS act -11, PAX8 reporter -54 and ARNT-TACC3 inh -1.
For C[C@H]1CN([C@@H](C)CO)C(=O)c2cccc(NC(=O)NC3CCCCC3)c2O[C@H]1CN(C)Cc1ccc(C(=O)O)cc1 the results were PglD DTNB -13, LGR2 antag 19, PGC1a acetyl inh 3, INS-1E GSIS act 9, Statin myotox sup -1, PAX8 reporter -15, Cneo AK release -2 and ARNT-TACC3 inh 24.
`O=C(c1cccc(F)c1)N1C[C@H]2[C@@H](c3ccccc31)[C@H](CO)N2C(=O)C1CCCCC1` gave PglD DTNB -3, LGR2 antag -7, PGC1a acetyl inh -11, INS-1E GSIS act -8, Statin myotox sup -24, PAX8 reporter -21, Cneo AK release -4 and ARNT-TACC3 inh 4.
For Cc1ccc(S(=O)(=O)NCC(=O)N(CC(=O)NCc2ccco2)Cc2ccc3c(c2)OCO3)cc1 the results were PglD DTNB 0, PGC1a acetyl inh -7, Statin myotox sup 3, Cneo AK release 4 and ARNT-TACC3 inh -2.
Screening Cc1cnc(CN(C)C(=O)C2CCC(=O)N(CCc3cccc(F)c3)C2)[nH]1 (stereo unspecified) returned PglD DTNB 7, LGR2 antag 0, PGC1a acetyl inh -3, INS-1E GSIS act 10, Statin myotox sup -4, PAX8 reporter -1, Cneo AK release 1 and ARNT-TACC3 inh -3.
`CCCN1CCc2c(sc3nc(SCC)n(-c4ccc(OC)cc4)c(=O)c23)C1` gave PglD DTNB 8, PGC1a acetyl inh 7, Statin myotox sup 3, Cneo AK release -3 and ARNT-TACC3 inh 14.

Screening results as filed in PubChem BioAssay.
